CASP6 VEID inh: caspase-6 (human) enzyme inhibition. inhibition, % at 12.5 µM. 350,000 compounds, 0.53% hits. AID 686996. P55212. purified caspase-6, Z-VEID-R110 cleavage fluorescence;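 active = mean inhibition across replicates at least about 35%, with every replicate also reaching that limit, limit read from the data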;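 note: 0% = median of neutral control wells and 100% = no fluorescence left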
Target sequence (P55212 24-179 limits assumed): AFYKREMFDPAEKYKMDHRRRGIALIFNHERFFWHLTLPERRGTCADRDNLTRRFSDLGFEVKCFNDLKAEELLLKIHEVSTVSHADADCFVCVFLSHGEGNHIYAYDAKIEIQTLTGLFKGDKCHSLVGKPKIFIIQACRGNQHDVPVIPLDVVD
Target sequence (P55212 194-293 limits assumed): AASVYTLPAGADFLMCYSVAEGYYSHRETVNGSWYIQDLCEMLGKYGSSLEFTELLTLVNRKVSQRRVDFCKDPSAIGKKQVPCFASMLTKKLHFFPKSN
PglD inh: PglD (C. jejuni) enzyme inhibition. purified PglD enzyme, DTNB colorimetric CoA detection. inhibition, % at 12.5 µM. 360,000 compounds, 0.098% hits. AID 602405; in the data active = inhibition above about 16%, passing the limit was not always enough; note: strong numbers were not always called active
esBAF inh: blocks esBAF chromatin remodeling in mouse ES cells. 350,000 compounds, 2% hits. AID 602393. reporter increase, % at 12.5 µM. Bmi1-luciferase knock-in reporter, 24 h; 100% = twice the neutral-well signal; in the data active = activation above about 40%;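 note: 0% = median of the plate's neutral control wells and 100% = double that signal; a rise in the Bmi1 reporter signal indicates esBAF inhibition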
ERp5 inh: ERp5 (human) disulfide isomerase inhibition; Q15084; ERp5 insulin aggregation, absorbance 650 nm, 90 min; inhibition, % at 9.99 µM; 350,000 compounds, 0.05% hits;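 active = mean replicate inhibition above about 25%, with every replicate also reaching it, limit read from the data, passing the limit was not always enough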
RAD54 branch: blocks human RAD54 Holliday junction branch migration. FAM/BHQ fluorescence. inhibition, % at 10.4 µM. Q92698. 360,000 compounds, 0.14% hits. AID 602329;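 active = mean normalized replicate activity at least 40 and at least half of replicates scoring 40 or more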;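 note: 0% = median of neutral control wells and 100% = median of positive control wells; inhibitors cause a drop in the FAM fluorescence signal; in these data hits start at about 50%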
E-selectin induc: induces E-selectin expression in human endothelial cells. HUVEC E-selectin immunofluorescence imaging; normalized: neutral wells 0, TNF-alpha wells 100. activation, % at 7.58 µM. 260,000 compounds, 0.37% hits. AID 686992;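 active = mean E-selectin-positive cell signal at least 10% of the positive control, reached in at least 60% of replicates, without over 20% cell loss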;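 note: in these data hits start at about 27%; measured in HUVEC primary endothelial cells; signal is the percent of cells scored E-selectin positive by PE staining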
Target sequence (P16581 whole entry, looked up): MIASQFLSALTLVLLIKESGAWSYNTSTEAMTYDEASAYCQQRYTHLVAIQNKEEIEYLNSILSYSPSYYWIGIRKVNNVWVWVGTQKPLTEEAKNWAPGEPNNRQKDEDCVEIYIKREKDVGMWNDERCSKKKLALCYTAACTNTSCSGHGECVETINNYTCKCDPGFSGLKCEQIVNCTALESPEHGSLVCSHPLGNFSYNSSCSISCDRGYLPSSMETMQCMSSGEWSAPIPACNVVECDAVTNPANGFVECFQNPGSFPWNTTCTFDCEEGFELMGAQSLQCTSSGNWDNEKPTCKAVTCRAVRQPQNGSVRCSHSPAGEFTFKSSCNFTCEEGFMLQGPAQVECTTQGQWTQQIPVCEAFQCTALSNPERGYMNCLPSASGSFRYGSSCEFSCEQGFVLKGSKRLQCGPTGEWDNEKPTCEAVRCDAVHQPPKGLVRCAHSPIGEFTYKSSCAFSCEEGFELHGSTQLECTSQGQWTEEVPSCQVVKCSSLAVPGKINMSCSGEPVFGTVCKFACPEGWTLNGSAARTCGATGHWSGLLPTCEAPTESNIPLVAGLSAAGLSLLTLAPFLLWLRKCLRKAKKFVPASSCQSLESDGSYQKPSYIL
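Assay system: HUVEC, human umbilical vein endothelial cells / Amount: 3,000 HUVEC/well / Controls: TNF-alpha positive control, DMSO neutral control / Compound dosing: single concentration / Medium: EGM-2 over gelatin coat / Evaluation: percent E-selectin-positive cells / Signal: immunofluorescence imaging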
RAD52 inh: blocks human RAD52 DNA annealing | recombinant RAD52 DNA annealing, FRET fluorescence | inhibition, % at 18.7 µM | 360,000 compounds, 0.46% hits | AID 651710;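 active = every replicate showing at least 50% inhibition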
ARNT TACC3 PPI: disruptors of human ARNT/TACC3 interaction | Q9Y6A5 | AlphaScreen His-ARNT PAS-B/GST-TACC3 binding, luminescence; TACC3 fragment carries E629A point mutation | inhibition, % at 9.99 µM | 390,000 compounds, 0.66% hits;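 active = mean inhibition of replicates at least 50% and at least half of replicates each reaching 50%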;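 note: 0% = complete ARNT plus TACC3 wells and 100% = ARNT alone without TACC3; many hits fall short of the cut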
An asterisk follows results filed as active; / = not tested or not shown.

The opening two records, to show the layout:
molecule	CASP6 VEID inh	PglD inh	esBAF inh	ERp5 inh	RAD54 branch	E-selectin induc	RAD52 inh	ARNT TACC3 PPI
CS(=O)(=O)N(CC(=O)NC1CC1)C1CCCCC1	-1	/	/	-8	/	-3.0	-3	1
CCc1ccc2cc(C)cnc2n1	-3	6	-1	-5	-3	0.0	-4	/

The whole of this part (from the top)
molecule	CASP6 VEID inh	PglD inh	esBAF inh	ERp5 inh	RAD54 branch	E-selectin induc	RAD52 inh	ARNT TACC3 PPI
CS(=O)(=O)N(CC(=O)NC1CC1)C1CCCCC1	-1	/	/	-8	/	-3.0	-3	1
CCc1ccc2cc(C)cnc2n1	-3	6	-1	-5	-3	0.0	-4	/
O=C(Nc1ccc2c(c1)OCO2)N[C@H]1CC[C@H](CCNC(=O)C2CCOCC2)O[C@@H]1CO	-3	1	-3	0	-4	-0.1	-5	-2
COc1ccc(OCC(=O)OC(C)CN2CCCCC2)cc1 (centres undefined)	-1	-1	0	6	-2	0.0	-6	-1
CCS(=O)(=O)N1Cc2ccccc2CC1C(=O)Nc1nc(C)cs1 (centres undefined)	5	/	/	-3	/	/	-9	-1
CS(=O)(=O)Nc1ccc2c(c1)[C@@H]1C[C@@H](CC(=O)NCc3ccc(-c4ccccc4)cc3)O[C@@H](CO)[C@@H]1O2	/	-1	-34	/	-7	-0.4	/	-2
CCOC(=O)C1CCCN(C(=O)c2cc(S(=O)(=O)N(C)C)ccc2N2CCCC2)C1 (centres undefined)	-2	-5	2	3	0	428*	-11	-4
C[C@@H]1CCCCO[C@H](CN(C)S(C)(=O)=O)[C@@H](C)CN([C@@H](C)CO)C(=O)c2cc(NC(=O)Nc3cccc4ccccc34)ccc2O1	-1	-1	3	0	-2	-0.1	-10	40
O=C(CC1C[C@H](C(=O)N2CCOCC2)[C@@]2(CCC3CCCC3)c3[nH]c4ccccc4c3CCN2C1=O)NCCCn1ccnc1 (some centres undefined)	-16	1	-2	2	0	/	-8	7
O=C(CCN1CCCCC1)NCC[C@H]1CC[C@H](NC(=O)C2CCOCC2)[C@H](CO)O1	-2	-1	-2	0	2	-0.3	1	-13
O=C(NCc1ccccn1)c1ccc2nc(C3CCCCC3)oc2c1	0	-3	19	1	-1	/	-10	7
COc1cc(NS(=O)(=O)c2ccc(NC(=O)COc3cccc(C)c3)cc2)nc(OC)n1	-3	-1	-6	3	3	/	-33	/
CCCOc1ccc(C(=O)NNC(=S)NC(=O)CC)cc1	/	-5	-4	/	3	/	/	4
COc1ccccc1Nc1cc(N2CCOCC2)c2nonc2c1[N+](=O)[O-]	0	/	/	-2	/	/	-17	9
Cc1coc(C)c1C(=O)Nc1ccc2ccccc2c1	-6	-2	57*	3	7	0.0	-7	-4
O=c1n2c(c(O)n1C1CCCCC1)C(c1ccccc1)=Nc1ccccc1C2	1	-4	2	-4	2	-0.1	-1	/
O=C(COC(=O)c1ccccc1Sc1ccc(C(F)(F)F)cc1[N+](=O)[O-])NC(=O)NC1CCCC1	0	0	-2	8	1	/	-4	4
C[C@H](CO)N1C[C@H](C)[C@H](CN(C)S(=O)(=O)c2ccc(C(F)(F)F)cc2)OCc2ccccc2-c2c(n(C)c3ccccc23)C1=O	-4	/	/	5	/	-0.6	-2	/
COc1ccc(CN(C)C[C@@H]2Oc3c(NS(=O)(=O)c4ccc(F)cc4)cccc3C(=O)N([C@H](C)CO)C[C@@H]2C)cc1	1	-1	-5	-4	2	0.1	13	-1
CC(NC(=O)Nc1cccc(F)c1)c1ccc2c(c1)OCO2 (centres undefined)	1	-2	/	2	-3	/	-8	-1

As entered above.
O=c1n2c(c(O)n1C1CCCCC1)C(c1ccccc1)=Nc1ccccc1C2 in ERp5 inh = -4
COc1ccc(CN(C)C[C@@H]2Oc3c(NS(=O)(=O)c4ccc(F)cc4)cccc3C(=O)N([C@H](C)CO)C[C@@H]2C)cc1 in ERp5 inh = -4
COc1cc(NS(=O)(=O)c2ccc(NC(=O)COc3cccc(C)c3)cc2)nc(OC)n1 in esBAF inh = -6
COc1ccccc1Nc1cc(N2CCOCC2)c2nonc2c1[N+](=O)[O-] in RAD52 inh = -17
CC(NC(=O)Nc1cccc(F)c1)c1ccc2c(c1)OCO2 (centres undefined) in ARNT TACC3 PPI = -1
O=C(NCc1ccccn1)c1ccc2nc(C3CCCCC3)oc2c1 in CASP6 VEID inh = 0

The listing continues:
molecule	CASP6 VEID inh	PglD inh	esBAF inh	ERp5 inh	RAD54 branch	E-selectin induc	RAD52 inh	ARNT TACC3 PPI
O=C(/C=N/NC(=O)c1ccccc1Br)c1ccccc1	1	/	/	2	/	/	-15	4
Cc1ccc(NC(=O)CCc2c(C)nn(-c3ccc(N4CCOCC4)nn3)c2C)cc1	16	-6	28	-4	3	-0.2	7	2
CCCC#Cc1cnc2c(c1)C(=O)N([C@@H](C)CO)C[C@@H](C)[C@@H](CN(C)CCC)O2	-2	-4	-3	1	-4	1.0	17	1
CO[C@H]1CN(C)C(=O)c2cc(NS(=O)(=O)c3c(C)noc3C)ccc2OC[C@@H](C)NC[C@@H]1C	1	-1	1	0	3	0.0	-23	1
O=C(NC1CCCC1)c1c(O)nc2sccn2c1=O	0	0	4	0	3	-1.8	-10	-7
O=C(NCc1ccccc1)[C@@H]1CCCN1C(=O)[C@H]1CCCN1C(=O)c1cccc(Cl)c1	-4	/	/	-1	/	0.3	-11	/
NC(=O)c1ccc(-c2ccccc2F)cc1	-6	/	/	4	/	/	-15	22
COC(=O)c1ccc(/C=C/c2c(-c3ccsc3)oc3ccc(N4CCOCC4)cc23)cc1	-1	0	13	-1	-1	-0.2	0	/
COc1ccc(C#Cc2cnc3c(c2)C(=O)N([C@H](C)CO)C[C@H](C)[C@H](CN(C)C(=O)c2ccccc2F)O3)cc1	1	-1	-2	2	6	-0.3	11	3
C[C@@H]1CN([C@H](C)CO)C(=O)c2cc(-c3cccc(C#N)c3)cnc2O[C@@H]1CN(C)Cc1cncnc1	3	1	-1	3	12	-0.3	0	-5

Going on with the list:
Order of results: CASP6 VEID inh	PglD inh	esBAF inh	ERp5 inh	RAD54 branch	E-selectin induc	RAD52 inh	ARNT TACC3 PPI
- COc1ccc2[nH]c(O)c(N=O)c2c1
 : 4	/	/	-4	/	-1.9	-3	-2
- CN(C)c1ncnc2c1ncn2CCn1cnc2c(N(C)C)ncnc21
 : -4	3	0	1	4	/	-7	1
- O=C1CCCC(O)=C1N=Nc1ccc(S(=O)(=O)N2CCOCC2)cc1
 : 21	1	4	4	/	/	-5	-2
- CCc1ccc(NC(=O)CCc2nnc3ccc(N4CCCC4)nn23)cc1
 : -1	5	3	5	8	0.0	-14	4
- O=C(C[C@H]1CC[C@@H]2[C@H](COC[C@H](O)CN2Cc2ccc(Oc3ccccc3)cc2)O1)Nc1nccs1
 : -1	0	7	6	-1	-0.1	-7	-1
- C/C=C/c1ccc2c(c1)O[C@@H](CN(C)C(=O)c1ccccc1)[C@@H](C)CN([C@H](C)CO)S2(=O)=O
 : -2	-1	1	8	3	0.0	4	-6
- O=C(c1ccc(Cn2cc([N+](=O)[O-])cn2)o1)N1CCCCCC1
 : 2	3	-3	6	8	-1.1	1	0
- CCOC(=O)c1c2n(c3c(NCc4ccccc4)ncnc13)CCCC2
 : /	0	3	/	1	/	/	12
- COc1cc(/C=C/C(=O)OCC(=O)Nc2ccc(C)c(S(=O)(=O)N3CCCCC3)c2)ccc1O
 : -1	-7	/	8	3	0.3	-16	0
- O=C(Nc1cccc(Cl)c1)N[C@H]1CC[C@@H](CCNC(=O)C2CCC2)O[C@H]1CO
 : 0	2	7	-11	-1	-0.4	4	-17
- CC(=O)Nc1ccc(S(=O)(=O)Nc2nc3ccc([N+](=O)[O-])cc3s2)cc1
 : 10	/	/	10	/	/	-29	-18
- CO[C@H]1CN(C)C(=O)c2ccc(NC(C)=O)cc2OC[C@H](C)N(CCC(F)(F)F)C[C@@H]1C
 : 3	/	/	4	/	-0.3	13	/
- COc1ccc(C(=O)N2CCc3ccccc32)cc1S(=O)(=O)N1CCOCC1
 : 1	3	-4	1	5	0.3	-19	1
- CN1CCN(C(=O)c2c(O)c3cccc4c3n(c2=O)CCC4)CC1
 : /	-1	-2	/	-3	/	/	-7
- CC(=O)N1[C@@H]2Cn3c(cccc3=O)[C@H]1[C@@H](C(=O)N[C@@H](C)c1ccccc1)[C@@H]2CO
 : 1	/	/	-1	/	-0.5	28	/
- COc1ccccc1NC(=O)COC(=O)[C@@H]1CCCN1C(=O)c1cccs1
 : 1	3	-8	-12	-3	/	-5	/
- O=C(Nc1ccc(OCC(=O)N2CCOCC2)cc1)c1ccccc1F
 : -4	2	/	3	8	0.5	-7	-2
- COc1ccc2cc(C[C@@H]3CC[C@@H](CNC(N)=O)O3)ccc2c1
 : -3	0	40	-2	-16	0.2	-17	7
- Nc1c(C(=O)Nc2ccccc2)sc2nc(-c3cccnc3)ccc12
 : -1	/	/	4	/	0.2	-104	/
- CCOC(=O)c1ccc(Oc2coc3cc(O)ccc3c2=O)cc1
 : 9	/	/	-4	/	0.1	1	/
- Cc1cccc2cc(C#N)c(NCCNC(=O)COc3ccccc3)nc12
 : -2	/	/	4	/	-1.2	-23	-7
- O=C(CSc1nnc(-c2ccco2)o1)N1CCN(c2ccccc2)CC1
 : 4	/	/	4	/	12	-8	30
- C[C@@H]1CCCCO[C@H](CN(C)Cc2ccccc2)[C@@H](C)CN([C@@H](C)CO)C(=O)c2cc(NS(=O)(=O)c3ccccc3)ccc2O1
 : 7	-3	3	-2	3	0.1	9	-4
- O=S(=O)(NCc1ccc2c(c1)OCO2)c1cccc2nsnc12
 : 2	/	/	1	/	0.1	-15	-16
- CO[C@@H]1CN(C)C(=O)c2cc(NC(=O)Nc3ccc(C(F)(F)F)cc3)ccc2OC[C@H](C)NC[C@@H]1C
 : -1	4	3	0	13	0.0	1	2
- CC1(C)CCCC2(C)C1CCC1(C)OC(=O)CCC12 (centres undefined)
 : -2	-4	16	-5	3	/	-3	/
- COc1cc(OC)cc(C(=O)Nc2ccc(S(=O)(=O)N3CCOCC3)cc2)c1
 : 1	-1	-7	0	-5	-0.3	-38	6
- CC(OC(=O)Cn1[nH]c(=O)c2ccccc2c1=O)C(=O)Nc1ccc(F)cc1 (centres undefined)
 : -5	/	1	6	/	2.7	-5	-2
